# esBAF inh: Bmi1 luciferase reporter increase in mESCs, primary screen, esBAF inhibitor project, mouse ES cells, Bmi1 luciferase knock-in, single point; reporter increase, % at 12.5 µM; 24 h; 100% = twice the neutral-well signal; AID 602393, 2012; 2% of 350,000 active; in the data active means activation above about 40%; inconclusive means no clear call, values can overlap the other calls;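 further: 0% = median of the plate's neutral control wells and 100% = double that signal; a rise in the Bmi1 reporter signal indicates esBAF inhibition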
# Xi reactivation: activators of inactive X chromosome reactivation, primary screen, imaging, XiGFP fibroblasts, GFP high-content imaging, set 2 | XiGFP mouse fibroblasts, % GFP-positive cells imaging, 3 d; cells co-treated with 5-aza-dC sensitizer; scaled so ellipticine positive control = 100% | activation, % at 7.58 µM | 0.055% of 360,000 active | AID 743238, 2013;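 active means mean normalized replicate activation at least 10% and every replicate at or above 10%; inconclusive means only one of the two criteria met; inactive means mean below 10% and not all replicates reach 10%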;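 further: 0% = median of on-plate neutral control wells and 100% = ellipticine 6 µM median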
#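 Assay system: SV40-immortalized XiGFP fibroblast cells, line 68-5-11; buffer or medium: DMEM plus 5-aza-dC sensitizer; compound: one concentration, pinned; timing: compounds 3 days, fix/stain 15 min at room temperature; benchmarks: positive control ellipticine, 6 µM final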
# RAD52 inh: RAD52 DNA annealing inhibitors, primary screen, biochemical, FRET, single point, set 2; recombinant RAD52 DNA annealing, FRET fluorescence; inhibition, % at 18.7 µM; 0.46% of 360,000 active; AID 651710, 2012;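 active means every replicate showing at least 50% inhibition; inconclusive means mean inhibition at least 50% but not in every replicate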
# S100A4 MyoIIA: inhibitors of S100A4-myosin IIA peptide binding, primary screen, biochemical, fluorescence polarization, TAMRA-MyoIIA peptide; inhibition, % at 10.7 µM; 0.14% of 360,000 active; Protein S100-A4 (Homo sapiens), P26447;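 active means mean inhibition of at least 70% across replicates, with every replicate also reaching that level; inconclusive means mean inhibition reaches 70% but some replicates fall short; inactive means mean inhibition below 70%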
# Target sequence (P26447 whole entry, looked up): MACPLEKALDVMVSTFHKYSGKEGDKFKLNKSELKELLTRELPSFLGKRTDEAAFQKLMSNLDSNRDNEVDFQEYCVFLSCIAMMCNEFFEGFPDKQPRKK
#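 assay system = human S100A4 monomer with TAMRA-labelled myosin IIA peptide | also added = labelled myosin peptide probe, 5 nM | incubation = 5 min between mix addition and reading | control set = DMSO and TFP controls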
# RAD54 branch: inhibitors of human RAD54 branch migration, primary screen, biochemical, fluorescence, single point; RAD54 Holliday junction branch migration, FAM/BHQ fluorescence; 0.14% of 360,000 active; inhibition, % at 10.4 µM; AID 602329, 2012; DNA repair and recombination protein RAD54-like (Homo sapiens), Q92698;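 active means mean normalized replicate activity at least 40 and at least half of replicates scoring 40 or more; inconclusive means only one of the two criteria met; inactive means mean below 40 and under half of replicates reaching 40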;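 further: 0% = median of neutral control wells and 100% = median of positive control wells; inhibitors cause a drop in the FAM fluorescence signal; in these data hits start at about 50%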
# Target sequence (Q92698 whole entry, looked up): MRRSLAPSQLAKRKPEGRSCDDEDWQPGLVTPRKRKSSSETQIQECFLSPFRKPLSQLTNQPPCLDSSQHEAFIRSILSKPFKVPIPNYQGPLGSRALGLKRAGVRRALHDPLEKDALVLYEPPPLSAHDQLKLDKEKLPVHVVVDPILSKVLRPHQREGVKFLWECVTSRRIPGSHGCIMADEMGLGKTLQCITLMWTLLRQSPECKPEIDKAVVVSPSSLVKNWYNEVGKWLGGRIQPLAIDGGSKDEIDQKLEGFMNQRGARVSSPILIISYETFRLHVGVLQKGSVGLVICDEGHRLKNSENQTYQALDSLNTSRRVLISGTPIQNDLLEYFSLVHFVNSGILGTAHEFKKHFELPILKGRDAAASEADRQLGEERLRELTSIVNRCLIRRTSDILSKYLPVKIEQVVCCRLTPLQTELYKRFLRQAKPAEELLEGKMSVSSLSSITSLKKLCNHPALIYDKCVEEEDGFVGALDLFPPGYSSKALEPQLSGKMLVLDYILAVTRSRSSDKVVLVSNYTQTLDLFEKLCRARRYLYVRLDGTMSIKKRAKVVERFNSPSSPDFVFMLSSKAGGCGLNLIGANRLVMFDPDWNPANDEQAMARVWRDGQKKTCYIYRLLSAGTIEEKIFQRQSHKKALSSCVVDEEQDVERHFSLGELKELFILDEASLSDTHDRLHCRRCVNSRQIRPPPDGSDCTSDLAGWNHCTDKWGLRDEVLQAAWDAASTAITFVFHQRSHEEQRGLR
# ERp5 block: inhibitors of ERp5-driven insulin aggregation, primary screen, biochemical, turbidity, absorbance 650 nm, single point; 90 min; inhibition, % at 9.99 µM; AID 651711, 2012; 0.05% of 350,000 active; Protein disulfide-isomerase A6 (Homo sapiens), Q15084;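 active means mean replicate inhibition above about 25%, with every replicate also reaching it, limit read from the data, passing the limit was not always enough; inconclusive means only one of those two criteria met; inactive means neither criterion met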
# ERAP1 HTS inh: human ERAP1 aminopeptidase inhibitors, primary screen, biochemical, single point, plate reader | recombinant ERAP1, Leu-AMC fluorescence, 60 min | 0.15% of 340,000 active | Endoplasmic reticulum aminopeptidase 1 (Homo sapiens), Q9NZ08 | inhibition, % at 10.7 µM;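 active means mean replicate inhibition of at least 30%, or all replicates individually reaching that 30% level; inactive means mean below 30% and not every replicate reaching it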;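 further: 0% = neutral control wells and 100% = L-leucinethiol positive control wells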
# E-selectin induc: E-selectin induction in HUVECs, primary screen, imaging, HUVEC, immunofluorescence imaging, single point. P16581. normalized: neutral wells 0, TNF-alpha wells 100. activation, % at 7.58 µM. 0.37% of 260,000 active;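 active means mean E-selectin-positive cell signal at least 10% of the positive control, reached in at least 60% of replicates, without over 20% cell loss; inconclusive means no rule given, readout overlaps actives, possibly toxicity-flagged; inactive means the rest, including those meeting only one limit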;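 further: in these data hits start at about 27%; measured in HUVEC primary endothelial cells; signal is the percent of cells scored E-selectin positive by PE staining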
#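 Assay system: HUVEC primary endothelial cells. Input: 3,000 HUVEC seeded per well. Doses: one compound dose added by pin transfer. Read-out basis: % PE-positive cells. Benchmarks: TNF-alpha high, DMSO low. Detection: immunofluorescence imaging. Buffer or medium: EGM-2, gelatin.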
# An asterisk follows results filed as active; ? = inconclusive; . = no result given; & = joins results of further samples.
SMILES,esBAF inh,Xi reactivation,RAD52 inh,S100A4 MyoIIA,RAD54 branch,ERp5 block,ERAP1 HTS inh,E-selectin induc
Cc1ccc(N/C=C2\C(=O)N(c3ccc(F)cc3F)C(c3cccnc3)S2(=O)=O)cc1 (configuration not stated),.,-0.2,-3,5,.,4,-1,.
CC(NCC(=O)Nc1ccccc1C(=O)NC1CC1)c1cccc(C(F)(F)F)c1 (configuration not stated),0,-0.3,-8,3,-2,-1,-2,.
COc1ccccc1CN1[C@@H]2CN(C(=O)c3ccc(F)cc3)c3ccccc3[C@@H]2[C@@H]1CO,-3,0.5,-13,3,-7,-1,1,-0.1
COc1ccccc1C(=O)NCC(=O)OC(C)C(=O)NC1CCCCC1C (configuration not stated),0,0.1,-2,-2,-7,-5,2,-1.3
c1ccc(-c2cc3nc(NCC4CC4)nc(NCC4CCCCC4)c3s2)cc1,-23,0.0,-33,-3,2,1,0,0.3
Cc1onc(-c2ccccc2)c1C(=O)Nc1ccc(S(=O)(=O)N2CCOCC2)cc1,-6,0.1,-6,-4,9,-1,-4,.
Cc1cccc(Nc2c([N+](=O)[O-])cc(C(=O)N3CC(=O)Nc4ccccc43)cc2[N+](=O)[O-])c1,6,0.1,-18,0,6,-4,0,.
CCCCC[C@@H](C)N1C[C@@H](COCc2ccccc2)Oc2cc(N3CC[C@H](N(C)C)C3)ccc2S1(=O)=O,.,0.1,-17,1,.,-2,.,0.2
O=C(Nc1ccccc1N1CCOCC1)c1cccnc1,6,-0.1,-9,-15,-6,5,-3,.
C[C@@H]1CCCCO[C@H](CN(C)CC2CCCCC2)[C@@H](C)CN([C@H](C)CO)C(=O)c2cc(NC(=O)Nc3ccc(F)cc3)ccc2O1,3,-0.1,9,4,4,9,1,0.1
COC(=O)c1cc(C(=O)Nc2ccc(S(N)(=O)=O)cc2)cc([N+](=O)[O-])c1,.,0.1,-115,6,.,2,-4,2.8
CO[C@@H]1CN(C)C(=O)c2cc(NC(C)=O)ccc2OC[C@H](C)N(C(=O)C2CCC2)C[C@@H]1C,-3,-0.6,-4,-34,13,-3,-1,-0.1
COc1ccc(/C=C(\NC(=O)c2ccc(OC)c(OC)c2)C(=O)N2CCN(C)CC2)cc1,4,0.1,-3,-7,-8,0,0,.
Cn1c(N)c(C(=O)COc2ccc(C#N)cc2)c(=O)n(C)c1=O,0,0.0,-26,-2,.,2,4,0.1
COc1ccc(C(C)NC(=O)c2ccncc2)cc1 (configuration not stated),-4,0.0,-17,3,-6,-3,-2,.
CC(=O)c1ccc(/C=C/c2nc3ccccc3n2C)o1,.,0.0,-47,3,-1,7,.,0.3
C[C@H]1CN([C@@H](C)CO)C(=O)c2cccc(NC(=O)C3CCOCC3)c2O[C@@H]1CN(C)Cc1ccc(-c2ccccc2)cc1,1,0.0,12,13,-1,2,2,0.0
CN(CC(=O)Nc1ccc(Cl)c(Cl)c1)CC(=O)N1CCc2ccccc21,-2,0.0,-28,-7,-2,-3,-3,0.1
Cc1cc(O)c(/C=N/OCc2ccc(Cl)cc2Cl)c(=O)o1,-3,0.2,-13,1,7,8,-2,.
CC(C)N1C(=O)c2ccccc2NC(=O)C1C(=O)NCc1ccccc1 (configuration not stated),.,0.0,-12,-12,.,-4,.,1.1
Cc1c(C)n(CCc2ccccc2)c2ncnc(NCCO)c12,76*,0.1,-5,0,-1,-1,1,0.1
S=C(NCc1ccco1)N1CCN(C(c2ccccc2)c2ccccc2)CC1,-6,.,-67,0,-8,3,-2,.
O=C1NNC(c2ccccc2)=N/C1=C\c1ccco1,.,0.2,-35,-3,-15,2,.,0.4
C[C@@H]1CN([C@H](C)CO)C(=O)c2cccc(N(C)C)c2O[C@@H]1CN(C)C(=O)Nc1cccc2ccccc12,1,-0.3,-28,11,2,1,-1,-3.2
O=C(NCCCn1ccnc1)c1cc(-c2ccc3c(c2)OCO3)on1,10,.,-8,-3,6,-7,-5,.
Cc1ccccc1NC(=O)CN1CCC(C(=O)c2ccc3c(c2)OCCO3)CC1,3,0.4,-21,-3,-11,1,-3,-0.1
Cc1ccc(S(=O)(=O)Nc2cccc3c2O[C@@H](CN(C)C(=O)Nc2ccc(C(F)(F)F)cc2)[C@@H](C)CN([C@@H](C)CO)C3=O)cc1,-6,0.0,-19,4,-3,-3,-4,-0.1
Cc1cccc(N2CCN(C(=O)c3ccc4c(c3)OCCO4)CC2C)c1 (configuration not stated),-7,0.7,-18,3,4,2,-3,-3.5
C[C@H](CO)N1C[C@H](C)[C@@H](CN(C)Cc2ccccc2)OCCCC[C@H](C)Oc2ccc(NC(=O)Nc3cccc4ccccc34)cc2C1=O,-5,0.0,18,-1,0,-4,-2,.
CCN1CCN(C(=O)c2cc(-c3cccnc3)nc3ccc(Br)cc23)CC1,-6,.,-8,3,-14,-3,2,.
CCC(c1nc2ccccc2[nH]1)n1c(=O)c(-c2ccccc2)nc2ccccc21 (configuration not stated),.,0.4,-36,-5,.,8,-4,0.6
COc1cn(-c2ccccc2)nc1C(=O)Nc1ccccc1,60*,0.1,-1,-1,-5,0,-4,.
CN1CCN(S(=O)(=O)c2ccc(Cl)cc2)CC1,-3,0.2&0.7,-6&-3,-3&4,-2,-2&-4,1&3,-0.1&0.0
CCN(CC)CCOc1ccc(/C(=C(/Cl)c2ccccc2)c2ccccc2)cc1,-14&-24,0.0&0.4,41&12,16&2,8&12,4&-8,-2&-3,0.2&0.9
Cc1ccc2cc(CCNC(=O)c3cccs3)c(=O)[nH]c2c1C,59*,0.2,-17,0,0,-3,2,-0.2
OCC[C@H]1C[C@@H](O)[C@H](O)[C@]2(OCCCc3ccccc32)O1,6,0.0,-9,-4,2,-6,0,-0.5
Cc1cccc(C2CC(c3ccc(F)cc3)Nc3nc(N)nn32)c1 (configuration not stated),8,0.1,-4,1,4,1,0,-0.2
CC1(C)CC(Nc2ccc(Nc3ccccc3)cc2)CC(C)(C)N1,.,0.3,100*,-7,.,1,-1,0.4
CCc1c(C)nc(SCC(=O)N2CCc3ccccc32)[nH]c1=O,.,.,-11,-9,.,1,1,.
COc1ccc(S(=O)(=O)Nc2ccc3c(c2)CC(=O)N([C@@H](C)CO)C[C@@H](C)[C@@H](CN(C)Cc2ccc4c(c2)OCO4)O3)cc1,-7,-1.2,17,8,2,-2,0,-0.1
C[C@H](CO)N1C[C@H](C)[C@@H](CN(C)Cc2ccc(Cl)c(Cl)c2)Oc2ccc(NC(=O)Nc3ccc(C(F)(F)F)cc3)cc2CC1=O,5,-0.8,-18,-4,7,-2,0,-4.2
CC(=O)C1=C(C)N(Cc2ccc(Br)cc2)C(=S)NC1c1cccc(Br)c1 (configuration not stated),.,0.4,-11,1,.,-7,2,?
Cc1cc(C(=O)N/N=C/c2c(C)n(C)c3ccccc23)n[nH]1,-3,0.0,-6,0,5,-1,0,.
COc1cccc(-c2ccc([C@H]3[C@H](CO)N4C(=O)CN(C(=O)NC(C)C)C[C@@H]34)cc2)c1,.,0.2,-8,7,.,1,2,0.1
O=C(Nc1ccc(Cl)cc1)Nc1nnc(/C=C/c2ccccc2)s1,-6,0.4,-17,1,-14,4,0,.
CC1(C(=O)NCCC#N)CCN1C(=O)C1(c2ccccc2)CC1 (configuration not stated),2,0.0,-4,5,-6,1,-4,0.0
COc1ccc(CN(C)C(=O)c2cc(-c3ccccc3)nc3ccc(C)cc23)c(OC)c1,12,0.0,1,-3,2,-1,-1,.
COc1ccc(C(=O)CN2C(=O)NC3(CCCc4ccccc43)C2=O)c(OC)c1 (configuration not stated),6,0.0,-11,-4,0,7,2,5.7
Cc1cc(Cl)ccc1OCC(=O)OCC(=O)NC1CCCC1,-7,0.2,-11,4,-5,7,0,.
C[C@@H]1CN([C@@H](C)CO)C(=O)c2cc(-c3cccc(F)c3)cnc2O[C@H]1CN(C)CC1CCOCC1,0,-0.6,4,-1,0,-4,.,-0.1
O=C(C[C@H]1C[C@H]2c3cc(NC(=O)Nc4ccc(C(F)(F)F)cc4)ccc3O[C@H]2[C@@H](CO)O1)NCc1ccccn1,1,0.0,-12,-1,7,0,0,2.1
O=C(Cn1cc(Cl)c([N+](=O)[O-])n1)NCCC1=CCCCC1,12,1.0,-21,-2,-18,2,-8,0.0
CCC(C)Nc1nc2c(C)cccn2c(=O)c1C=Nc1ccc(OC)cc1 (configuration not stated),.,0.3,-22,-4,.,-3,-1,2.7
CN(C)c1nc(-c2cn(CCC#N)c3ccccc23)cs1,23,0.2,-6,-3,2,2,-1,.
CN(C)C(=O)/C=C\c1cn(-c2ccccc2)nc1-c1ccc2c(c1)OCCO2,.,0.1,-2,-1,.,-2,-1,1.3
O=C(C[C@@H]1CC[C@@H]2[C@H](COC[C@H](O)CN2Cc2cccc(-c3ccncc3)c2)O1)N1CCOCC1,-26,0.1,.,.,7,.,.,-0.1
O=C(CSc1nc2[nH]ncc2c(=O)[nH]1)NCc1ccccc1,.,0.0,-11,-2,1,0,-1,-0.7
CC(=NCCN1CCN(C(C)=C2C(=O)c3ccccc3C2=O)CC1)C1=C(O)CC(C)(C)CC1=O,.,0.1,-7,-5,-2,0,-2,.
O=C(CN1CCCC1)Nc1c(C(=O)C2CC2)oc2ccccc12,.,0.2,4,11,.,1,2,3.3
CO[C@H]1CN(C)C(=O)c2ccc(NS(=O)(=O)CC(F)(F)F)cc2OC[C@H](C)N(CCC(F)(F)F)C[C@@H]1C,.,0.6,-4,-5,.,6,0,-0.2

# More structures
SMILES,esBAF inh,Xi reactivation,RAD52 inh,S100A4 MyoIIA,RAD54 branch,ERp5 block,ERAP1 HTS inh,E-selectin induc
CCCC(C(=O)N1CCOCC1)N1C(=O)C2C3C=CC(C3)C2C1=O (configuration not stated),-5,.,-6,3,-6,1,-5,.
O=C(CSc1nncc2ccccc12)N1CCCCC1,.,0.3,-3,3,.,-4,-2,.
CCOCCCNC(=O)/C(C#N)=C/c1ccc([N+](=O)[O-])o1,1,?,-40,-3,7,6,-1,-0.4
CC(=O)N1N=C(c2ccccc2)CC1c1cccs1 (configuration not stated),0,0.0,-16,-6,-8,-1,-1,0.0
CN(Cc1cnc2nc(N)nc(N)c2n1)c1ccc(C(=O)NC(CCC(=O)O)C(=O)O)c2ccccc12 (configuration not stated),.,0.0,-20,10,.,0,-30,-0.1
Cc1cc(/C=C2\SC(=S)NC2=O)cc(C)c1O,24,0.1,-234,0,-11,10,-2,0.8
